Compound activity as filed in PubChem.
BioA inh: blocks M. tuberculosis BioA enzyme activity; purified M. tuberculosis BioA enzyme, plate reader; inhibition, % at 9.99 µM; 0.096% of 360,000 active; AID 602481; in the data active means inhibition above about 40%
* = called active by the depositor. A portion of the library (hit frequency here may not be typical).

Screening C[C@@H]1CN([C@H](C)CO)C(=O)c2cc(NS(=O)(=O)c3cn(C)cn3)ccc2O[C@@H]1CN(C)S(=O)(=O)c1cccs1 returned BioA inh -1.1.
For C[C@@H]1CN([C@H](C)CO)S(=O)(=O)c2ccc(-c3ccccc3)cc2O[C@@H]1CN(C)C the results were BioA inh 4.4.
O=C(C[C@H]1CC[C@@H]2[C@H](COC[C@H](O)CN2C(=O)c2ccc(F)cc2)O1)Nc1nccs1 was read as BioA inh -0.1.
For C[C@@H]1CCCCO[C@H](CN(C)S(=O)(=O)c2cn(C)cn2)[C@@H](C)CN([C@H](C)CO)C(=O)c2cc(NC(=O)Nc3ccccc3)ccc2O1 the results were BioA inh -1.9.
`C[C@@H]1CCCCO[C@@H](CN(C)C(=O)Nc2ccc3c(c2)OCO3)[C@H](C)CN([C@@H](C)CO)C(=O)c2cc(NC(=O)Nc3cccc4ccccc34)ccc2O1` gave BioA inh -3.4.
C[C@@H]1CN([C@H](C)CO)C(=O)c2ccccc2-c2ccccc2CO[C@H]1CN(C)C(=O)c1ccccc1 was read as BioA inh -0.3.
`Cc1ccc(S(=O)(=O)NCC[C@@H]2CC[C@@H](NC(=O)c3cnccn3)[C@@H](CO)O2)cc1` gave BioA inh -2.6.
`CCCC#Cc1ccc2c(c1)O[C@@H](CN(C)C(=O)C1CCCCC1)[C@H](C)CN([C@@H](C)CO)S2(=O)=O` gave BioA inh 0.2.
For C[C@H]1CN([C@@H](C)CO)C(=O)c2cccc(NC(=O)c3cnccn3)c2O[C@H]1CN(C)C(=O)Nc1ccc2c(c1)OCO2 the results were BioA inh -1.8.
Screening Cc1ccc(S(=O)(=O)N2C[C@H](O)COC[C@@H]3O[C@@H](CC(=O)NCc4ccc5c(c4)OCO5)CC[C@H]32)cc1 returned BioA inh -1.5.
Screening COc1ccc(NC(=O)N(C)C[C@@H]2Oc3c(NC(=O)Nc4cccc5ccccc45)cccc3C(=O)N([C@H](C)CO)C[C@@H]2C)cc1 returned BioA inh 5.6.
For C[C@@H]1CN([C@@H](C)CO)C(=O)c2cccc(NC(=O)C3CC3)c2O[C@@H]1CN(C)CC1CCCCC1 the results were BioA inh 1.8.

Structural class, those above containing nitrogen in an aromatic ring
Screening C[C@@H]1CN([C@H](C)CO)C(=O)c2cc(NS(=O)(=O)c3cn(C)cn3)ccc2O[C@@H]1CN(C)S(=O)(=O)c1cccs1 returned BioA inh -1.1.
O=C(C[C@H]1CC[C@@H]2[C@H](COC[C@H](O)CN2C(=O)c2ccc(F)cc2)O1)Nc1nccs1 was read as BioA inh -0.1.
For C[C@@H]1CCCCO[C@H](CN(C)S(=O)(=O)c2cn(C)cn2)[C@@H](C)CN([C@H](C)CO)C(=O)c2cc(NC(=O)Nc3ccccc3)ccc2O1 the results were BioA inh -1.9.
`Cc1ccc(S(=O)(=O)NCC[C@@H]2CC[C@@H](NC(=O)c3cnccn3)[C@@H](CO)O2)cc1` gave BioA inh -2.6.
For C[C@H]1CN([C@@H](C)CO)C(=O)c2cccc(NC(=O)c3cnccn3)c2O[C@H]1CN(C)C(=O)Nc1ccc2c(c1)OCO2 the results were BioA inh -1.8.

(continued)
For CC(C)NC(=O)Nc1ccc2c(c1)CC(=O)N([C@H](C)CO)C[C@@H](C)[C@H](CN(C)S(=O)(=O)c1cccs1)O2 the results were BioA inh 4.6.
Screening Cc1ccc(S(=O)(=O)N2C[C@H](O)COC[C@H]3O[C@@H](CC(=O)NCCCN(C)C)CC[C@@H]32)cc1 returned BioA inh -0.6.
Screening CCCC#Cc1cnc2c(c1)C(=O)N([C@@H](C)CO)C[C@H](C)[C@H](CN(C)C(=O)Nc1cccc(F)c1)O2 returned BioA inh 3.2.
Screening CC(C)C(=O)Nc1ccc2c(c1)C(=O)N(C)[C@H]1CC[C@H](CC(=O)Nc3ccccc3)O[C@H]1CO2 returned BioA inh 9.0.
`CO[C@H]1CN(C)C(=O)c2cc(NC(=O)Nc3ccc(Cl)c(Cl)c3)ccc2OC[C@@H](C)NC[C@@H]1C` gave BioA inh 0.1.
C[C@H](O)C#Cc1cnc2c(c1)C(=O)N([C@@H](C)CO)C[C@@H](C)[C@@H](CN(C)CC1CCOCC1)O2 was read as BioA inh -3.0.
For C[C@@H]1CN([C@H](C)CO)C(=O)Cc2cc(N(C)C)ccc2O[C@@H]1CN(C)S(C)(=O)=O the results were BioA inh -0.1.
Screening C[C@H]1CN([C@@H](C)CO)C(=O)c2cc(NC(=O)Nc3ccc(F)cc3)ccc2O[C@@H]1CN(C)C(=O)NC1CCCCC1 returned BioA inh 1.1.
CC(=O)Nc1ccc2c(c1)C(=O)N(C)[C@H]1CC[C@H](CC(=O)NCC3CC3)O[C@H]1CO2 was read as BioA inh 17.
Screening CO[C@@H]1CN(C)C(=O)c2cc(NC(=O)C3CC3)ccc2OC[C@H](C)N(C(=O)C2CCOCC2)C[C@@H]1C returned BioA inh 0.1.
`CC(=O)NC[C@H]1[C@H](c2ccc(-c3cccnc3)cc2)[C@H](CO)N1C(=O)C1CC1` gave BioA inh 2.1.
C[C@@H](NC(=O)C[C@H]1CC[C@H]2[C@@H](COC[C@@H](O)CN2C(=O)Nc2cc(Cl)cc(Cl)c2)O1)c1ccccc1 was read as BioA inh -0.8.
Screening COc1ccccc1-c1ccc([C@H]2[C@H](C#N)N(C(=O)CN(C)C)[C@H]2CO)cc1 returned BioA inh -0.2.
For CCCNC(=O)N(C)C[C@@H]1Oc2ncc(C#C[C@H](C)O)cc2C(=O)N([C@H](C)CO)C[C@H]1C the results were BioA inh -0.2.
COc1cccc(S(=O)(=O)Nc2ccc3c(c2)[C@H]2C[C@H](CC(=O)NCCc4ccccc4)O[C@@H](CO)[C@H]2O3)c1 was read as BioA inh 1.4.
`C[C@@H]1CCCCO[C@H](CN(C)C(=O)Nc2ccc3c(c2)OCO3)[C@H](C)CN([C@H](C)CO)C(=O)c2cc(N(C)C)ccc2O1` gave BioA inh -1.0.
COc1ccc(S(=O)(=O)N(C)C[C@@H]2OCCCC[C@@H](C)Oc3ccc(NS(=O)(=O)c4cccs4)cc3C(=O)N([C@@H](C)CO)C[C@H]2C)cc1 was read as BioA inh 4.4.
`C[C@H]1CN([C@@H](C)CO)C(=O)Cc2cc(NS(C)(=O)=O)ccc2O[C@H]1CN(C)Cc1ccc(C(F)(F)F)cc1` gave BioA inh 1.4.
C[C@H](CO)N1C[C@H](C)[C@H](CN(C)Cc2ccc(C(F)(F)F)cc2)Oc2c(NC(=O)Nc3cccc4ccccc34)cccc2C1=O was read as BioA inh -1.5.
For C[C@H](CO)N1C[C@H](C)[C@@H](CN(C)CC2CC2)Oc2c(NC(=O)Nc3cccc4ccccc34)cccc2C1=O the results were BioA inh -1.7.
Screening CCNC(=O)C[C@H]1CC[C@H]2[C@@H](COC[C@@H](O)CN2C(=O)Nc2cccc(OC)c2)O1 returned BioA inh 0.9.
For C[C@H]1CCCCO[C@@H](CN(C)Cc2ccc(C(=O)O)cc2)[C@@H](C)CN([C@@H](C)CO)C(=O)c2cc(NC(=O)C3CCCCC3)ccc2O1 the results were BioA inh 3.0.
Screening COCC#Cc1cnc2c(c1)C(=O)N([C@H](C)CO)C[C@@H](C)[C@@H](CN(C)C(=O)CCN1CCCCC1)O2 returned BioA inh -0.6.
`C[C@@H]1CN([C@H](C)CO)C(=O)c2cccc(NC(=O)c3ccc(-c4nccs4)cc3)c2O[C@@H]1CN(C)Cc1ccc2c(c1)OCO2` gave BioA inh -1.3.
Screening C[C@@H]1CN([C@@H](C)CO)C(=O)c2cc(C#CCN(C)C)cnc2O[C@@H]1CN(C)C(=O)CN1CCOCC1 returned BioA inh -3.3.
Screening COc1ccc(NC(=O)Nc2ccc3c(c2)CC(=O)N([C@H](C)CO)C[C@@H](C)[C@H](CN(C)C(=O)Nc2ccc(C(F)(F)F)cc2)O3)cc1 returned BioA inh -3.3.
For Cc1noc(C)c1NC(=O)Nc1ccc2c(c1)CC(=O)N([C@@H](C)CO)C[C@@H](C)[C@H](CN(C)CC1CC1)O2 the results were BioA inh 0.0.
`C[C@@H]1CN([C@H](C)CO)C(=O)c2cc(NC(=O)C3CCCCC3)ccc2O[C@@H](C)CCCCO[C@@H]1CN(C)C(=O)C1CCCCC1` gave BioA inh -0.4.
`C[C@@H]1CN([C@H](C)CO)C(=O)c2cc(NC(=O)CCC(F)(F)F)ccc2O[C@@H](C)CCCCO[C@@H]1CN(C)C(=O)c1ccccc1` gave BioA inh 0.5.
`C[C@H](CO)N1C[C@H](C)[C@@H](CN(C)S(=O)(=O)c2ccccc2)Oc2ccc(NC(=O)CCCN(C)C)cc2CC1=O` gave BioA inh 5.7.
Screening CCCNC(=O)Nc1ccc2c(c1)OC[C@H](C)N(CC1CCCC1)C[C@@H](C)[C@@H](OC)CN(C)C2=O returned BioA inh 2.4.
C[C@@H]1CCCCO[C@@H](CN(C)Cc2ccc3c(c2)OCO3)[C@H](C)CN([C@@H](C)CO)C(=O)c2cc(NS(=O)(=O)c3cn(C)cn3)ccc2O1 was read as BioA inh 3.4.
Screening CN(C)CC(=O)N[C@@H]1C=C[C@@H](CC(=O)NCc2ccc(Cl)cc2)O[C@H]1CO returned BioA inh -1.1.
Screening C[C@H](CO)N1C[C@H](C)[C@H](CN(C)CC2CCCCC2)Oc2ccc(NC(=O)Nc3ccc(F)cc3)cc2C1=O returned BioA inh -2.2.
`CO[C@@H](CN(C)C(=O)c1ccc2c(c1)OCO2)[C@H](C)CN([C@@H](C)CO)S(=O)(=O)c1ccc(C)cc1` gave BioA inh -2.1.
Screening Cc1ccc(S(=O)(=O)Nc2ccc3c(c2)C(=O)N([C@H](C)CO)C[C@H](C)[C@H](CN(C)CC2CC2)O3)cc1 returned BioA inh -0.6.
CC(C)NC(=O)Nc1ccc2c(c1)C(=O)N([C@H](C)CO)C[C@H](C)[C@H](CN(C)C(=O)Nc1ccc3c(c1)OCO3)OCCCC[C@H](C)O2 was read as BioA inh 2.0.
Cc1ccc(S(=O)(=O)N(C)C[C@H]2Oc3ccc(NC(=O)CCC(F)(F)F)cc3C(=O)N([C@@H](C)CO)C[C@@H]2C)cc1 was read as BioA inh 0.6.
`C[C@@H]1CCCCO[C@H](CN(C)C(=O)Cc2ccccc2)[C@H](C)CN([C@H](C)CO)C(=O)c2cc(NS(=O)(=O)c3ccc(Cl)cc3)ccc2O1` gave BioA inh 1.7.
Screening CCCN1[C@@H]2c3ccc(-c4ccccc4F)c(=O)n3C[C@H]1[C@H](CO)[C@H]2C(=O)NCCOC returned BioA inh -0.3.
`COc1ccc(S(=O)(=O)N(C)C[C@@H]2Oc3ccc(NC(=O)CCN4CCOCC4)cc3CC(=O)N([C@@H](C)CO)C[C@H]2C)cc1` gave BioA inh 0.0.
O=C(C[C@@H]1C[C@@H]2c3cc(NS(=O)(=O)c4ccc(F)cc4)ccc3O[C@@H]2[C@@H](CO)O1)NC1CCCC1 was read as BioA inh -0.3.
For C[C@@H](NC(=O)C[C@@H]1CC[C@@H](NC(=O)Nc2ccc3c(c2)OCO3)[C@H](CO)O1)c1ccccc1 the results were BioA inh 3.8.
O=C(C1CCOCC1)N1C[C@H]2[C@@H](c3ccccc31)[C@@H](CO)N2C(=O)Cc1ccccc1 was read as BioA inh 0.3.
C[C@H](CO)N1C[C@H](C)[C@H](CN(C)C(=O)NC2CCCCC2)Oc2ccc(NC(=O)C3CCCCC3)cc2C1=O was read as BioA inh -2.3.
`CN1CCN(C(=O)C[C@H]2C[C@H]3c4cc(NC(=O)C5CCOCC5)ccc4O[C@H]3[C@@H](CO)O2)CC1` gave BioA inh -1.4.
`C[C@@H]1CN([C@H](C)CO)C(=O)c2cc(NS(=O)(=O)c3ccc(F)cc3)ccc2O[C@H]1CN(C)S(=O)(=O)c1ccccc1` gave BioA inh -3.9.
For CCCC#Cc1ccc2c(c1)O[C@H](CN(C)C(=O)Nc1ccc(OC)cc1)[C@@H](C)CN([C@@H](C)CO)S2(=O)=O the results were BioA inh 7.1.

An excerpt from above in order of number of heavy atoms, largest number first.
`C[C@@H]1CCCCO[C@@H](CN(C)C(=O)Nc2ccc3c(c2)OCO3)[C@H](C)CN([C@@H](C)CO)C(=O)c2cc(NC(=O)Nc3cccc4ccccc34)ccc2O1` gave BioA inh -3.4.
`C[C@@H]1CCCCO[C@H](CN(C)C(=O)Cc2ccccc2)[C@H](C)CN([C@H](C)CO)C(=O)c2cc(NS(=O)(=O)c3ccc(Cl)cc3)ccc2O1` gave BioA inh 1.7.
`C[C@H](CO)N1C[C@H](C)[C@@H](CN(C)S(=O)(=O)c2ccccc2)Oc2ccc(NC(=O)CCCN(C)C)cc2CC1=O` gave BioA inh 5.7.

Carrying on.
C[C@@H]1CN([C@H](C)CO)S(=O)(=O)c2ccc(C#CCN(C)C)cc2O[C@@H]1CN(C)S(C)(=O)=O was read as BioA inh -0.9.
`Cc1cc(C(=O)Nc2ccc3c(c2)C(=O)N(C)[C@H]2CC[C@@H](CC(=O)NC4CCCC4)O[C@@H]2CO3)no1` gave BioA inh -2.9.
For Cc1ccc(S(=O)(=O)Nc2ccc3c(c2)C(=O)N([C@H](C)CO)C[C@@H](C)[C@@H](CN(C)Cc2ccncc2)OCCCC[C@@H](C)O3)cc1 the results were BioA inh -0.1.
Screening O=C(N[C@H]1CC[C@H](CCn2cc(-c3ccccn3)nn2)O[C@@H]1CO)c1ccncc1 returned BioA inh -0.4.
N#C[C@H]1[C@H](c2ccccc2)[C@H](CO)N1S(=O)(=O)Cc1ccccc1 was read as BioA inh 1.7.
For O=C(Nc1ccc(F)cc1)N[C@@H]1C=C[C@@H](CC(=O)N2CCOCC2)O[C@H]1CO the results were BioA inh -1.0.
For C[C@H]1CCCCO[C@@H](CN(C)Cc2ccc(C(=O)O)cc2)[C@@H](C)CN([C@@H](C)CO)C(=O)c2cc(NC(=O)c3ccncc3)ccc2O1 the results were BioA inh 1.3.
C/C=C/c1cnc2c(c1)C(=O)N([C@H](C)CO)C[C@@H](C)[C@@H](CN(C)Cc1ccncc1)O2 was read as BioA inh 2.4.
Screening CCCNC(=O)[C@H]1[C@H](CO)[C@H]2Cn3c(ccc(-c4ccccc4)c3=O)[C@@H]1N2C(=O)C1CC1 returned BioA inh -0.9.
For C[C@@H]1CN([C@@H](C)CO)C(=O)c2cc(NC(=O)c3ccncc3)ccc2O[C@@H](C)CCCCO[C@@H]1CN(C)S(=O)(=O)c1ccc(F)cc1 the results were BioA inh 1.3.
